SKN-1 inh: suppressors of acrylamide-induced Pgst-4::GFP reporter in worms, primary screen, SKN-1 inhibitor project, whole organism, uHTS, GFP/RFP fluorescence ratio, strain VP596 | 360,000 compounds, 0.49% hits | inhibition, % at 21.8 µM | C. elegans VP596 Pgst-4::GFP/RFP ratio, 24 h | AID 624304, 2012;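 active = interference check ratio from 0.5 to 1.5 plus GFP to RFP signal ratio inhibition reaching or exceeding a fixed threshold, cut at about 30% in these data, passing the limit was not always enough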; note: some compounds called inactive have numbers as strong as hits
TbMetRS inhib: T. brucei MetRS inhibitors, primary screen, biochemical, luminescence; methionyl-tRNA synthetase (Trypanosoma brucei brucei); purified T. brucei MetRS, ATP depletion, Kinase-Glo luminescence; inhibition, % at 11.9 µM; 360,000 compounds, 0.4% hits; AID 624268, 2012;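 active = inhibition above a per-plate cutoff of the control wells' mean inhibition plus 3 SD, cut at about 5.5% in these data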;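 note: 0% = DMSO wells median and 100% = median of wells with control inhibitor compound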
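Test system – parasite MetRS enzyme · Reagent – substrates ATP, L-methionine and bulk Escherichia coli tRNA · Doses – 11.9 µM compound single dose, 0.9% DMSO · Times – 15 min enzyme-compound preincubation, 2 h reaction, 10 min detection, 25 °C · Signal – Kinase-Glo luminescence, ATP depletion format · Controls – DMSO-only wells as low control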
NadD block: inhibitors of S. aureus NadD, primary screen, biochemical, colorimetric, uHTS | 360,000 compounds, 0.78% hits | purified NadD enzyme, colorimetric absorbance read-out | inhibition, % at 20 µM | Nicotinate-nucleotide adenylyltransferase NadD (Staphylococcus aureus N315); in the data active = inhibition above about 26%; note: some compounds past the cut are filed as inactive
STEP inh: STEP phosphatase inhibitors, primary screen, biochemical, fluorescence intensity, uHTS; Tyrosine-protein phosphatase non-receptor type 5 (Homo sapiens), P54829; recombinant STEP, OMFP fluorogenic substrate; inhibition, % at 20 µM; 360,000 compounds, 0.25% hits;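 active = inhibition at 20 µM, scaled per plate between control wells, above about 37%, limit read from the data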;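 note: 0% = DMSO with enzyme and substrate and 100% = substrate only without enzyme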
Target sequence (P54829 whole entry, looked up): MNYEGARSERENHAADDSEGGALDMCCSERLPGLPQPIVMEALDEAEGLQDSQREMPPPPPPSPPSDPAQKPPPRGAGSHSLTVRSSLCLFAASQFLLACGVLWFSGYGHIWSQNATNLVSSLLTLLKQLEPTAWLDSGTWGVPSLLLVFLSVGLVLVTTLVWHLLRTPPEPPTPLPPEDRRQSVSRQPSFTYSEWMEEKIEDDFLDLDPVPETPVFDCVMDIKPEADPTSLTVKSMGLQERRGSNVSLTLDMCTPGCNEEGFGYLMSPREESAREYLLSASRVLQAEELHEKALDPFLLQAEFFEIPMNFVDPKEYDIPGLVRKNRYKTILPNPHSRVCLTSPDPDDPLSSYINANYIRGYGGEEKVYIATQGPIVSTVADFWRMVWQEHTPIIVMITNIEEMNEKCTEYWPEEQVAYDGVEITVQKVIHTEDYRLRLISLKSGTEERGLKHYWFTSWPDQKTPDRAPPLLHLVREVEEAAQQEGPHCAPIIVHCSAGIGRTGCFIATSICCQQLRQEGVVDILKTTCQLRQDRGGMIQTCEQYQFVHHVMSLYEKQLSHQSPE
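System: isolated STEP enzyme; schedule: 20 min enzyme reaction at room temperature, protected from light; medium: Bis-Tris buffer pH 6.0, 2.5 mM DTT, 0.005% Tween 20; signal: fluorescence, 480/540 nm; dosing: single compound dose of 20 µM, 1% DMSO final; also added: OMFP substrate, 25 µM final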
Neddyl block: inhibitors of cullin neddylation, primary screen, biochemical, TR-FRET, uHTS, NAE and Ubc12. NEDD8-conjugating enzyme Ubc12 (Homo sapiens) + NEDD8-activating enzyme E1 regulatory …. calls only at 25 µM. 360,000 compounds, 0.58% hits. AID 651699, 2012; in the data active = inhibition above about 36%
SUMO1-SIM PPI: modulators of SUMO1 protein-protein interactions, primary screen, biochemical, uHTS. Small ubiquitin-related modifier 1 (Homo sapiens), P63165. SUMO1 binding to a labelled peptide, TR-FRET, 1 h. inhibition, % at 20 µM. 360,000 compounds, 0.33% hits. AID 602429, 2012; in the data active = inhibition above about 37%
Target sequence (P63165 whole entry, looked up): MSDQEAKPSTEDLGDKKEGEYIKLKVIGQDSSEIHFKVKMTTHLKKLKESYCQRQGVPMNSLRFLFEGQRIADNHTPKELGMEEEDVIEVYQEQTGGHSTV
LMPTP block: LMPTP phosphatase inhibitors, primary screen, biochemical, fluorescence intensity, uHTS; 360,000 compounds, 0.22% hits; inhibition, % at 20 µM; AID 651560, 2012; recombinant LMPTP-A, OMFP fluorogenic substrate;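 active = compounds that cut the enzyme signal by at least half of the control window in the single-dose screen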;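 note: plate controls were DMSO wells with enzyme plus substrate for no effect and substrate without enzyme for full effect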
Target sequence (P24666 whole entry, looked up): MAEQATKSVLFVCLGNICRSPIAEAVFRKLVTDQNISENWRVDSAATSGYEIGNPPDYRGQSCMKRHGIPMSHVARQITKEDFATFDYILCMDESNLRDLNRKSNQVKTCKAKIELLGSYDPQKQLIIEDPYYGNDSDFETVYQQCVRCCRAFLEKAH
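Material: LMPTP-A; amount: 0.625 nM enzyme; doses: single 20 µM dose; times: reaction 50 min, room temperature, dark; technique: fluorescence intensity of OMFP turnover product; benchmarks: no-enzyme and uninhibited controls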
CendR NRP1 mod: modulators of CendR peptide binding to NRP-1, primary screen, biochemical, fluorescence polarization, uHTS | Neuropilin-1 (Homo sapiens), O14786 | FAM-RPARPAR peptide binding to NRP-1 | inhibition, % at 25 µM | 360,000 compounds, 0.85% hits;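 active = inhibition or corrected inhibition above about 18%, plus a signal ratio from 0.5 to 1.5, limit read from the data, passing the limit was not always enough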; note: strong numbers were not always called active
Scp-1 inhibitor: Scp-1 phosphatase inhibitors, primary screen, biochemical, colorimetric, uHTS | inhibition, % at 20 µM | 340,000 compounds, 0.88% hits | Recombinant Scp1, phosphopeptide, malachite green phosphate absorbance | AID 493091, 2011 | Carboxy-terminal domain RNA polymerase II polypeptide A small phosphatase 1 (Homo …;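 active = inhibition above about 50% at 20 µM, limit read from the data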;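 note: plate controls were DMSO wells with enzyme for no effect and wells lacking enzyme for full effect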
Target sequence (Q9GZU7 76-261 limits assumed): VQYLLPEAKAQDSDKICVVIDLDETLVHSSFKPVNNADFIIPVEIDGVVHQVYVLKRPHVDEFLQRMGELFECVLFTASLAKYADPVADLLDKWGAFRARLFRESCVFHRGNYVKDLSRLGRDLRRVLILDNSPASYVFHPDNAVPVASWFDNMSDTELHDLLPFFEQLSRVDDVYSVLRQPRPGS
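Assay system: SCP-1 catalytic fragment, aa 76-261 | Buffer or medium: Tris acetate buffer pH 5.5 with MgCl2 and Tween-20 | Compound: One concentration, 20 µM, with 1.0% DMSO | Also added: Phospho 17-mer peptide substrate | Signal: Absorbance at 630 nm | Incubation: 45 min enzyme reaction at room temperature | Measure: % inhibition of SCP-1 phosphate liberation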
DNMT1 inh: human DNMT1 methyltransferase inhibitors, primary screen, biochemical, molecular beacon, fluorescence, HinP1I cleavage, uHTS | 360,000 compounds, 0.83% hits | inhibition (reported as % activation of signal), % at 10 µM | DNA (cytosine-5)-methyltransferase 1 (Homo sapiens), P26358 | AID 588458, 2011; in the data active = inhibition above about 50%
* = called active by the depositor; i = inactive. A portion of the library; rates above refer to the full screens.

Value order – SKN-1 inh	TbMetRS inhib	NadD block	STEP inh	Neddyl block	SUMO1-SIM PPI	LMPTP block	CendR NRP1 mod	Scp-1 inhibitor	DNMT1 inh
> Fc1cccc(F)c1CN1CCN(Cc2c(F)cccc2F)CC1
→ -1	0.0	6	1	i	0	0.0	8	-2	0
> COc1ccccc1N1CCN(Cc2c(F)cccc2Cl)CC1
→ 13	-0.2	-3	-3	i	-2	-5.2	4	-5	1
> C[C@H]1C/C=C/[C@H]2[C@H](O)[C@H](C)[C@@](C)(O)[C@H]3[C@H](Cc4ccccc4)NC(=O)[C@]32[C@H](O)/C=C/[C@](C)(O)C1
→ 8	-0.8	-4	-1	i	2	0.6	2	4	-4
> CC12CC(=O)C3C(CCC4CC(=O)C=CC43C)C1CCC2=O (configuration not stated)
→ 21	0.6	-1	0	i	-3	-0.8	-8	-12	5
> O=C(CN1C(=O)CCSc2ccccc21)N1CCC2(CC1)OCCO2
→ 7	-0.6	0	-3	i	-1	-0.7	8	-5	-4
> O=C(Nc1ccccc1OC(=O)N1CCCCC1)N1CCCCC1
→ -3	-0.7	-3	1	i	5	-1.0	3	-6	1
> O=C1NC(=O)N(Cc2ccc(F)cc2)C(=O)/C1=C\c1ccc([N+](=O)[O-])s1
→ 20	1.8	37*	6	i	58*	27	-68	5	49
> Cc1ccc(N2C(=O)NC(=O)C(CCc3ccccn3)(Cc3ccc(F)cc3)C2=O)cc1 (configuration not stated)
→ 4	-0.1	-2	3	i	-1	-0.3	2	3	0
> CC1CCCN(CC(=O)N2CCCc3ccccc32)C1 (configuration not stated)
→ 9	0.1	2	0	i	-1	-0.7	16	-1	0
> C=CCN1CC[C@@]2(C)c3cc(O)ccc3CC1[C@@H]2C
→ 8	-1.2	0	-2	i	2	-3.6	-2	-9	-1
> Cc1ccc(CN2C3CCCC2CC(NC(=S)NCc2ccccc2)C3)cc1 (configuration not stated)
→ 4	0.2	-2	-1	i	0	-0.9	-2	-7	-3
> CCC(=O)N1N=C2C3CCN(CC3)C2C1c1ccccc1 (configuration not stated)
→ 0	-1.0	-1	2	i	2	-0.2	1	1	1
> COC(=O)C1=C(c2cccc3c2S(=O)(=O)c2ccccc2-3)C[C@@H]2CC[C@H]1N2C(=O)N1CCOCC1
→ 7	-0.1	-3	1	i	7	-0.6	5	-6	6
> Cc1ccc(C2CN(C)CC2C(=O)c2ccc(F)cc2)cc1 (configuration not stated)
→ 0	-1.5	-13	1	i	5	-1.1	14	3	0
> C=CCn1c(O)c(C=NCCCOc2ccc(CC)cc2)c(=O)[nH]c1=S
→ 28	-1.2	1	3	i	1	-2.1	-59	1	0
> O=C(c1cccc([N+](=O)[O-])c1)C12CN3CN(CN(C3)C1)C2
→ 6	-0.7	-6	-4	i	-15	0.5	3	-9	2
> COc1ccccc1N=Nc1c(O)[nH]c(=S)[nH]c1=O
→ 25	0.1	-1	5	i	-39	8.4	-140	9	0
> CN1C(=O)/C(=C\c2ccc(N3CCCCCC3)cc2)C(=O)NC1=S
→ 32	-0.1	23	4	i	2	1.3	-54	-2	12
> CC12CC(O)C3C(CCC4=CC(=O)CCC43C)C1CCC2=O (configuration not stated)
→ 0	-0.2	4	-1	i	-2	-0.8	14	-1	0
> C[C@]12C=CC(=O)C=C1C=C[C@@H]1C2CC[C@]2(C)C(=O)CCC12 (some centres not stated)
→ 25	-0.6	0	0	i	-13	-1.5	0	-4	1
> C[C@]12CCC3C(CC[C@H]4C[C@H](O)CC[C@]34C)C1[C@@H](O)[C@@H](O)[C@@H]2O (some centres not stated)
→ -10	-0.1	4	-4	i	-2	-0.1	-2	-15	2
> Cc1ccc2c(c1)C1CN(C)CCC1N2C(=O)c1cccs1 (configuration not stated)
→ 4	0.2	0	-3	i	2	-0.5	-3	-12	-1
> C=CCn1c(O)c(/C(C)=N/NC(=S)Nc2ccccc2)c(=O)[nH]c1=O
→ 9	0.7	-5	4	i	13	-0.7	-16	11	0
> CCN(CC)c1ccc(CN(C)CCc2ccc(OC)c(OC)c2)cc1
→ 12	-0.4	-11	-1	i	-2	0.1	5	-1	-2
> CCOP(=O)(/C=C(\Cl)c1ccccc1)C(O)c1ccc(F)cc1 (configuration not stated)
→ 15	-1.0	-5	-1	i	-1	-1.4	-13	-1	-1
> O=C1CCN(C(=O)CNC(=O)Cc2ccccc2)CC1
→ -1	-0.1	-3	-3	i	-4	0.8	3	-3	-1
> Cc1ccc(N2C(=O)NC(=O)/C(=C\c3cc(C)n(-c4ccc(C(=O)O)cc4)c3C)C2=O)cc1
→ 16	1.0	4	3	i	-7	0.2	-33	1	13
> O=C(NN=Cc1ccc(N(CCCl)CCCl)cc1)c1cc(=O)[nH]c(=O)[nH]1
→ 28	0.2	5	-2	i	-3	0.7	-6	-10	6
> CCCCCn1c(=O)c(C(=O)NCc2ccccc2)c(O)c2ccccc21
→ 18	-0.5	2	3	i	4	2.9	0	-7	1
> Oc1ccc(/C=N/NP(=S)(c2ccccc2)c2ccccc2)c(O)c1O
→ 31	0.2	13	0	i	3	12	2	0	-13
> O=C(Cn1cnc2sc3c(c2c1=O)CCCC3)NCCC(=O)N1CCC2(CC1)OCCO2
→ -20	-1.5	4	1	i	2	-1.3	6	-2	5
> COC(=O)C(O)(c1ccc(NC(=O)c2ccccc2)cc1)C(F)(F)F (configuration not stated)
→ 9	-1.0	-7	-3	i	4	-0.5	6	-11	1
> NC1=Nc2ccccc2Oc2ccccc21
→ -22	2.4	-10	3	i	0	1.4	12	-8	3
> CNC(=O)Nc1ccc(C(=O)N/N=C\C23CC[C@@H](O)CC2(O)CC[C@@H]2[C@@H]3CCC3(C)C(C4=CC(=O)OC4)CCC23O)cc1 (some centres not stated)
→ -23	-0.4	0	-3	i	-5	-0.6	3	-2	-2
> CCCC1CCCCC12C(=O)NC(=O)NC2=O (configuration not stated)
→ 11	0.0	-4	-2	i	-9	-1.3	0	2	8
> COc1ccc(-c2cc(=NCC(=O)O)c3ccccc3o2)cc1
→ 24	-0.3	-5	4	i	-21	2.6	17	-11	10
> CCCCCCC(Cl)(Cn1ccnc1)c1ccccc1 (configuration not stated)
→ 3	-0.6	5	4	i	5	2.0	3	-1	3
> CCCCC(=O)N/N=C/c1c(O)n(C2CC2)c(=S)[nH]c1=O
→ 2	-0.5	-4	-2	i	3	-1.0	-2	-8	7
> CN1C2CCC1CC(=NO)C2
→ 0	-2.2	-7	1	i	0	-0.3	24	-10	4
> CCOP(=O)(C#CC(C)(C)C)C1(O)CCCCC1 (configuration not stated)
→ 4	-1.0	5	-1	i	-1	-1.6	4	-9	-2

Reformatted tab-delimited: 4 of the compounds above.
structure	SKN-1 inh	TbMetRS inhib	NadD block	STEP inh	Neddyl block	SUMO1-SIM PPI	LMPTP block	CendR NRP1 mod	Scp-1 inhibitor	DNMT1 inh
CCCCCCC(Cl)(Cn1ccnc1)c1ccccc1 (configuration not stated)	3	-0.6	5	4	i	5	2.0	3	-1	3
CCCCC(=O)N/N=C/c1c(O)n(C2CC2)c(=S)[nH]c1=O	2	-0.5	-4	-2	i	3	-1.0	-2	-8	7
CN1C2CCC1CC(=NO)C2	0	-2.2	-7	1	i	0	-0.3	24	-10	4
CCOP(=O)(C#CC(C)(C)C)C1(O)CCCCC1 (configuration not stated)	4	-1.0	5	-1	i	-1	-1.6	4	-9	-2

Quoted at random: 5 records from the list.
Value order – SKN-1 inh	TbMetRS inhib	NadD block	STEP inh	Neddyl block	SUMO1-SIM PPI	LMPTP block	CendR NRP1 mod	Scp-1 inhibitor	DNMT1 inh
> COc1ccc(-c2cc(=NCC(=O)O)c3ccccc3o2)cc1
→ 24	-0.3	-5	4	i	-21	2.6	17	-11	10
> C[C@]12CCC3C(CC[C@H]4C[C@H](O)CC[C@]34C)C1[C@@H](O)[C@@H](O)[C@@H]2O (some centres not stated)
→ -10	-0.1	4	-4	i	-2	-0.1	-2	-15	2
> CCN(CC)c1ccc(CN(C)CCc2ccc(OC)c(OC)c2)cc1
→ 12	-0.4	-11	-1	i	-2	0.1	5	-1	-2
> Oc1ccc(/C=N/NP(=S)(c2ccccc2)c2ccccc2)c(O)c1O
→ 31	0.2	13	0	i	3	12	2	0	-13
> CCCC1CCCCC12C(=O)NC(=O)NC2=O (configuration not stated)
→ 11	0.0	-4	-2	i	-9	-1.3	0	2	8

Remaining list, next part:
Value order – SKN-1 inh	TbMetRS inhib	NadD block	STEP inh	Neddyl block	SUMO1-SIM PPI	LMPTP block	CendR NRP1 mod	Scp-1 inhibitor	DNMT1 inh
> CCCCCn1c(=O)c(C(=O)NCc2ccco2)c(O)c2ccccc21
→ -4	-0.4	2	2	i	2	-0.2	1	-13	-1
> CC(C)N1CCN(Cc2cc3c(cc2Cl)OCO3)CC1CCO (configuration not stated)
→ -5	-0.5	-7	0	i	2	-1.2	-2	-14	0
> O=C1NC(=O)N(Cc2cccs2)C(=O)/C1=C/c1ccc(N2CCOCC2)cc1
→ 28	-0.8	7	-2	i	5	-0.4	-13	-14	-2
> O=C1OCCC1NC1=NCCC1 (configuration not stated)
→ -4	-0.5	9	0	i	0	-2.7	4	-1	1
> CSc1ccc(C(=O)C2CCCN(Cc3cccnc3)C2)cc1 (configuration not stated)
→ 0	0.2	8	-2	i	-3	-0.2	4	34	-4
> COc1ccc(CN2CC=C(c3ccc(F)cc3)CC2)cc1Br
→ 19	0.7	-1	-2	i	2	-0.3	-2	6	-1
> CCOP(=S)(OCC)SCC(=O)NC(C)(CC)C(=O)O (configuration not stated)
→ 15	0.2	-4	2	i	2	-4.4	10	-6	0
